High-throughput results from PubChem BioAssay.
NCI-60 one-dose screen, 48 h, at 10 µM unless noted. Numbers give growth in % (100 = growth as untreated, 0 = no growth, -100 = all killed).
SK-MEL-28 = SK-MEL-28 melanoma | actives 4.1% (n = 81,000)
UACC-62 = UACC-62 melanoma | actives 5.4% (n = 81,000)
SK-MEL-5 = SK-MEL-5 melanoma | AID 1794755 | actives 6.4% (n = 80,000)
UACC-257 = UACC-257 melanoma. actives 4.4% (n = 78,000)
M14 = M14 melanoma | actives 6.2% (n = 80,000) | AID 1794745
MALME-3M = MALME-3M melanoma; actives 5.8% (n = 78,000); AID 1794766
MDA-MB-435 = MDA-MB-435 melanoma. actives 7.8% (n = 82,000)
SK-MEL-2 = SK-MEL-2 melanoma | actives 4.7% (n = 77,000) | AID 1794763
Active calls of the source: *; · = no result given; & = joins results of further samples; [ ] = dose if it differs, or a comment. How the source made its calls: active means growth percent below 10; inactive means the rest. Compounds as they come. Share with any hit: about 11%.

Screens in order: UACC-257	SK-MEL-5	M14	SK-MEL-2	UACC-62	MDA-MB-435	MALME-3M	SK-MEL-28
1. O=P(NCc1ccccc1)(OCc1ccccc1)OCc1ccccc1
→ 105.2	98.7	105.2	100.4	85.3	100.1	107.3	105.8
2. Nc1nc(Cl)c2ncn(Cc3ccccc3Cn3cnc4c(Cl)nc(N)nc43)c2n1
→ ·	83.3	106.2	97.3	88.8	95.4	80.5	113.2
3. COc1ccccc1N=Nc1c(S(=O)(=O)O)cc2cc(NC(=O)Nc3ccc4c(O)c(N=Nc5ccc(S(=O)(=O)O)cc5C)c(S(=O)(=O)O)cc4c3)ccc2c1O
→ 102.2	101.9	91.3	85.5	97.5	104.4	103.0	111.5
4. OCCNc1oc(-c2ccccc2)nc1[P+](c1ccccc1)(c1ccccc1)c1ccccc1
→ -9.1*	-100.0*	11.0	-31.8*	-66.4*	4.9*	-26.1*	3.6*
5. CCCCC(CC)CNC(c1ccccc1)c1ccccc1 (centres undefined)
→ 112.4	102.0	106.7	118.7	94.8	112.8	119.5	113.9
6. COc1ccc(-c2cc3ccc(F)cc3c(=O)[nH]2)cc1
→ 80.6	98.9	101.2	92.6	102.5	108.8	104.0	107.5
7. CCN1C(=O)N(CC)C2NN3C(=O)C4(SC3=NC21)C(c1ccc(Cl)cc1Cl)CN(C)C41C(=O)Nc2ccccc21 (centres undefined)
→ 96.2	93.7	99.6	91.4	90.3	97.4	95.9	104.1
8. CCCCCC(CCC)(C(=O)OCC)C(=O)OCC
→ 84.3	109.5	96.6	106.3	101.2	121.2	103.6	110.8
9. Cc1ccc(S(=O)(=O)NNC(=O)c2cccnc2)cc1
→ 112.9	108.3	102.2	·	108.2	105.0	102.1	105.1
10. CCCCNC(=O)c1c(C)[nH]c(-c2nc3ccccc3[nH]2)c1C
→ 100.1	101.3	110.2	104.5	99.0	106.9	99.7	106.5
11. COc1cccc(CCN2C(=O)CCC3=C2CCC3=O)c1
→ ·	98.2	83.8	145.2	97.8	106.6	100.1	111.5
12. NCCNc1nc2ccccc2c2c(=O)c3cccc(F)c3sc12
→ 101.4	88.2	83.3	102.1	95.9	58.5	88.4	106.1
13. O=C1c2cc3c(cc2-c2c1c1ccc(F)cc1c(=O)n2CCCN1CCOCC1)OCO3
→ 62.7	·	23.2	82.1	13.3	65.6	101.4	80.1
14. CCCCN1C(=O)c2cccc3c(OC)cc(/C=C/C(=O)OC)c(c23)C1=O
→ 103.4	73.6	96.8	92.3	72.7	100.4	118.1	97.8
15. COc1c2ccoc2cc2oc(-c3ccc(Cl)cc3)cc(=O)c12
→ 106.7	·	105.6	108.8	99.8	96.7	108.8	113.9
16. O=C(/C=C/c1sc(Cl)nc1Cl)c1ccc2c(c1)OCO2
→ 94.0	95.8	94.5	94.6	85.8	100.2	99.7	103.3
17. Nc1nnc(-c2c[nH]c3ncccc23)c(-c2c[nH]c3ccc(F)cc23)n1
→ 120.1	90.7	101.5	109.0	88.4	101.1	82.7	91.9
18. O=[N+]([O-])c1ccc(Nc2ccc(O)cc2)c([N+](=O)[O-])c1
→ 83.7&104.5	100.5&96.2	99.2&105.0	103.5&105.5	85.6&89.7	100.8&108.0	111.0&143.0	109.3
19. CC(=O)c1ccc(C(C)(C)C)cc1
→ 97.2	101.0	·	102.1	91.1	105.9	101.7	119.7
20. COc1ccc(-c2nc3c(nc(C)c4ccc(-c5ccccc5OC)nc43)o2)cc1
→ 84.8	74.4	98.4	97.4	91.3	86.3	71.8	84.4
21. CN1CCCN(Cc2ccc(C(=O)Nc3cccc(Nc4ccc5c(O)cccc5n4)c3)cc2C(F)(F)F)CC1
→ -81.3*	-100.0*	-84.7*	-76.5*	-94.8*	-96.5*	-95.9*	-100.0*
22. COc1cc(Cn2ncc3ccc(NC(=O)c4cc5ccccc5oc4=N)cc32)cc(OC)c1OC
→ 98.8	61.6	29.5	88.0	55.2	-16.1*	54.0	51.3
23. CC1(C)[C@H](O)CC[C@]2(C)[C@@H]1CC[C@]13C=C(CO)[C@H](CC[C@H]12)C3
→ 86.7	37.7	65.9	96.3	52.8	35.2	60.0	66.5
24. COC(=O)/C=C/C=C(c1ccccc1)c1ccccc1
→ 93.0	52.5	59.4	72.5	59.7	10.5	97.8	80.7
25. CC(C)(C#N)c1cc(C(=O)Nc2cc(Nc3ncccc3-c3ncnc4nc[nH]c34)ccc2F)cc(C(F)(F)F)c1
→ 12.0	24.4	6.2*	5.1*	3.2*	29.5	2.1*	10.4
26. Cc1cc(=O)n(C(=O)Nc2ccc(F)c(Cl)c2)c2cc(O)ccc12
→ 96.6	110.0	96.6	100.2	103.4	105.6	94.3	106.6
27. Cc1cccc(-n2c(C3=C(O)c4ccccc4C3=O)nnc2-c2ccccc2)c1
→ 93.0	101.2	106.7	103.9	90.8	113.4	113.8	108.1
28. CC(C)c1ccc(C2OCC3(C)C(CCC4(C)C5CC(C6=CCOC6=O)OC5(C)CCC34)O2)cc1 (centres undefined)
→ 84.1	76.2	87.8	108.8	75.5	88.6	96.8	88.4
29. CCCN1C(=O)/C(=C2\SC(=Nc3ccccc3)N(Nc3ccccc3)C2=O)c2ccccc21
→ 109.0	95.0	98.3	96.0	78.7	94.7	117.1	100.0
30. CC1(O)CCC(C(C)(C)O)CC1 (centres undefined)
→ 116.6	102.8	108.8	114.8	103.9	97.5	115.8	107.8

Ordered by length of the SMILES (highest first): six of the compounds above
Screens in order: UACC-257	SK-MEL-5	M14	SK-MEL-2	UACC-62	MDA-MB-435	MALME-3M	SK-MEL-28
22. COc1cc(Cn2ncc3ccc(NC(=O)c4cc5ccccc5oc4=N)cc32)cc(OC)c1OC
→ 98.8	61.6	29.5	88.0	55.2	-16.1*	54.0	51.3
20. COc1ccc(-c2nc3c(nc(C)c4ccc(-c5ccccc5OC)nc43)o2)cc1
→ 84.8	74.4	98.4	97.4	91.3	86.3	71.8	84.4
15. COc1c2ccoc2cc2oc(-c3ccc(Cl)cc3)cc(=O)c12
→ 106.7	·	105.6	108.8	99.8	96.7	108.8	113.9
24. COC(=O)/C=C/C=C(c1ccccc1)c1ccccc1
→ 93.0	52.5	59.4	72.5	59.7	10.5	97.8	80.7
5. CCCCC(CC)CNC(c1ccccc1)c1ccccc1 (centres undefined)
→ 112.4	102.0	106.7	118.7	94.8	112.8	119.5	113.9
30. CC1(O)CCC(C(C)(C)O)CC1 (centres undefined)
→ 116.6	102.8	108.8	114.8	103.9	97.5	115.8	107.8

Remaining list, next part:
Screens in order: UACC-257	SK-MEL-5	M14	SK-MEL-2	UACC-62	MDA-MB-435	MALME-3M	SK-MEL-28
31. COc1ccc(S(=O)(=O)N(C(C)=O)c2ccccc2/C=C/c2cc[n+]([O-])cc2)cc1
→ 65.5	7.6*	-14.3*	·	37.1	-50.8*	47.0	45.4
32. CC(=O)OCCOC(=O)Nc1ccccc1
→ 103.2	103.9	100.2	103.5	100.3	99.5	106.1	104.1
33. Cc1nn(-c2c(F)c(F)c(F)c(F)c2F)c(C)c1N=Nc1ccc(Br)cc1
→ 65.8	99.0	82.5	82.1	76.9	95.9	95.4	95.1
34. Cc1ccc(C(=O)CSC2=NCCN2)cc1Cl
→ 69.7	·	79.5	·	92.0	82.0	87.0	83.5
35. CCN(c1cc(-c2ccc(CN3CCN(C(=O)CCCCCCCCCCC(=O)N[C@H](C(=O)N4C[C@H](O)C[C@@H]4C(=O)NCc4ccc(-c5scnc5C)cc4)C(C)(C)C)CC3)cc2)cc(C(=O)NCc2c(C)cc(C)[nH]c2=O)c1C)C1CCOCC1
→ 71.5	37.3	80.6	86.3	58.8	76.1	64.8	77.0
36. Cn1c(=O)[nH]c2ccccc2c1=O
→ 101.6	101.5	107.4	110.6	102.4	101.0	100.1	116.8
37. COc1cccc(-c2nc3sccn3c2-c2ccnc(NCCN3CC(C)(C)NS3(=O)=O)n2)c1
→ 87.3	88.2	30.8	104.4	18.5	66.7	33.0	63.2
38. C/C(Cc1ccc(Cl)cc1)=C(/c1ccc(Cl)cc1)c1ccc(OCCN2CCCCC2)cc1
→ 97.2	98.9	99.8	99.9	102.3	86.4	85.8	100.7
39. COc1ccc(C(=O)Oc2ccc[nH]c2=O)cc1
→ 107.6	104.2	106.4	106.1	98.2	109.3	95.3	125.4
40. COc1cccc(/C=C/c2c(C(C)=O)c(=O)[nH]c3ccccc23)c1
→ 93.5	94.9	108.7	105.0	81.1	98.0	122.6	119.5
41. Cc1nn(-c2ccccc2)c(N2CCCCC2)c1-c1nc2ccc(C(=O)NN)cc2[nH]1
→ 102.9	98.0	102.2	100.6	99.0	101.8	102.9	105.8
42. COc1ccc(NC(=O)CSc2nnc(-c3cc(-c4ccccc4)nc4ccccc34)n2-c2ccccc2)cc1
→ 99.2	90.8	98.1	102.1	73.8	99.2	88.7	95.7
43. CCCCOCCOCCOC(=O)c1ccccc1OCC
→ 99.1	101.3	107.2	100.0	101.0	106.6	107.8	109.2
44. c1cc(-c2nnc(Nc3ccc4c(c3)OCO4)o2)[nH]n1
→ 86.7	98.3	·	125.7	76.3	83.5	101.6	103.6
45. Nc1ccc(Cl)cn1
→ ·	103.0	105.2	106.6	·	106.1	99.7	110.4
46. COc1ccccc1/C=C/c1nn2c(-c3cccnc3)nnc2s1
→ 113.8	97.2	101.6	·	85.3	96.9	103.4	96.1
47. O=C(COc1cccc(N2C(=O)c3ccccc3C2=O)c1)c1ccc(F)cc1
→ 114.8	101.8	107.6	126.5	106.1	94.5	106.7	108.1
48. COc1ccc(S(=O)(=O)n2cc(C=O)c3ccccc32)cc1
→ 84.3	79.9	76.8	92.7	60.6	45.9	86.7	94.3
49. CC(=O)NNC(=S)/N=C\c1c(O)c2ccccc2oc1=O
→ 101.6	98.3	100.6	100.3	94.0	112.2	106.6	112.7
50. COC(=O)c1c2c(c(C)[n+]([O-])c1C)C(=O)C(NCCCCO)=CC2=O
→ 85.3	66.5	95.6	86.8	94.1	104.3	32.7	107.7
51. COCCCNC1=C(C#N)C(=O)NC(c2cccc([N+](=O)[O-])c2)S1 (centres undefined)
→ 89.3	111.2	100.8	·	114.7	105.2	110.4	111.7
52. O=C1Nc2cc(Cl)ccc2/C1=C/c1cccc(OCc2ccc(Br)cc2F)c1
→ 45.9	-6.5*	-32.6*	-20.0*	8.3*	-64.4*	33.8	36.4
53. CCC1CCCC(=O)C1 (centres undefined)
→ 105.2	101.7	103.9	106.5	93.2	109.8	100.1	119.4
54. CCCCCCCC1(C)NC(=O)NC1=O (centres undefined)
→ 113.9	105.5	106.1	·	106.1	123.2	125.8	87.7
55. COc1ccc(-c2nc(SCc3nc4ccccc4[nH]3)nc(Nc3ccc(C(=O)O)cc3)c2C#N)cc1
→ 93.3	99.5	106.2	102.5	101.7	106.7	103.6	113.7
56. Cc1cc(-c2ccccc2)cc(SC#N)[n+]1[O-]
→ 59.2	32.6	19.3	49.1	28.8	47.5	59.3	45.1
57. CCN(CC)CCCC(C)NCCCNc1cccc2cccnc12 (centres undefined)
→ 104.1	98.5	103.9	111.7	90.4	105.8	88.1	123.0
58. COc1ccc(OC)c(/C=C2/C=C(c3ccc(Cc4ccccc4)cc3)N(CCc3ccc(S(N)(=O)=O)cc3)C2=O)c1
→ 83.5	92.1	70.8	94.6	101.5	103.8	90.0	118.4
59. CCOC(=O)CCC1(C)OCC(COC)O1 (centres undefined)
→ 102.6	101.5	96.9	103.8	98.6	96.1	83.8	106.9
60. Oc1ccccc1/C=N/Nc1nc2ccccc2s1
→ 58.7	48.8	56.6	·	·	56.9	·	83.3

An excerpt from above, showing only UACC-62.
#	SMILES	UACC-62
52	O=C1Nc2cc(Cl)ccc2/C1=C/c1cccc(OCc2ccc(Br)cc2F)c1	8.3*
53	CCC1CCCC(=O)C1 (centres undefined)	93.2

Next structures follow.
Screens in order: UACC-257	SK-MEL-5	M14	SK-MEL-2	UACC-62	MDA-MB-435	MALME-3M	SK-MEL-28
61. CCC(=O)N1C/C(=C/c2ccc(OC)cc2)C(=O)/C(=C/c2ccc(OC)cc2)C1
→ 43.4	15.7	-16.5*	82.3	27.3	-28.1*	-9.3*	19.2
62. Cc1ccc2oc3ccccc3c(=O)c2c1
→ 99.9	107.6	128.6	109.8	101.9	111.4	·	123.9
63. CC1(C)OC2OC(C3COC(=O)O3)C(O)C2O1 (centres undefined)
→ 107.4	97.5	96.6	104.6	95.9	96.9	99.8	104.8
64. CSc1nc(Cl)c2cc(-c3ccc(F)cc3)[nH]c2n1
→ 104.9	105.2	104.7	98.3	77.0	105.8	94.5	106.3
65. COC(=O)/C(CCC(Br)C(C)(C)N1CC=CCC1)=C1\[C@@H](OC(C)=O)C[C@@]2(C)[C@H]1C[C@@H](O)[C@H]1[C@@]3(C)CC[C@H](O)[C@@H](C)[C@@H]3CC[C@@]12C (some centres undefined)
→ 106.1	88.4	87.9	111.6	85.0	97.1	96.0	98.2
66. COc1ncc(-c2ccc3ncnc(Nc4cccc(Cl)c4)c3c2)cc1N(S(C)(=O)=O)S(C)(=O)=O
→ ·	73.6	73.7	77.4	58.1	77.7	44.8	72.8
67. CCOC(=O)c1c(C)c2c(n1C)CSCC2=O
→ 113.3[100 µM]	58.2[100 µM]	91.7[100 µM]	103.2[100 µM]	83.5[100 µM]	83.4[100 µM]	112.8[100 µM]	100.0[100 µM]
68. Cc1ccc(C(=O)CCC(=O)O)cc1
→ 94.2	104.5	112.1	114.1	101.7	107.4	101.8	120.0
69. CSCCC(NC(=O)OCc1ccccc1)C(=O)O (centres undefined)
→ 92.7	109.2	102.1	89.3	102.7	108.0	100.1	106.8
70. CCCn1c(=O)c2[nH]c(-c3ccc(OCc4nc5ccc(C)cc5[nH]4)cc3)nc2n(CCC)c1=O
→ 65.5	12.8	59.7	52.1	2.2*	49.1	-69.0*	39.9
71. O=C1NC(c2ccccc2)N=C2C(c3ccc(Cl)cc3)=NOC12 (centres undefined)
→ 97.9	104.4	104.2	109.2	99.3	105.7	113.3	111.9
72. O=C1c2ccccc2C(=O)c2sc(Nc3cccc(Cl)c3)nc21
→ -74.9*	-82.6*	-89.1*	-16.0*	-55.6*	-83.5*	-89.9*	-78.1*
